TDP1 inh: TDP1 (human) enzyme inhibition; Q9NUW8; actives 0.28% (n = 350,000); recombinant TDP1, AlphaScreen DNA substrate cleavage; Potency, µM (doses to about 130 µM), without a hit: at the top dose activity change, negative = inhibition, hits mostly inhibitors; further: nearly all actives have a fitted effect of over 40% in size
Target sequence (Q9NUW8 whole entry, looked up): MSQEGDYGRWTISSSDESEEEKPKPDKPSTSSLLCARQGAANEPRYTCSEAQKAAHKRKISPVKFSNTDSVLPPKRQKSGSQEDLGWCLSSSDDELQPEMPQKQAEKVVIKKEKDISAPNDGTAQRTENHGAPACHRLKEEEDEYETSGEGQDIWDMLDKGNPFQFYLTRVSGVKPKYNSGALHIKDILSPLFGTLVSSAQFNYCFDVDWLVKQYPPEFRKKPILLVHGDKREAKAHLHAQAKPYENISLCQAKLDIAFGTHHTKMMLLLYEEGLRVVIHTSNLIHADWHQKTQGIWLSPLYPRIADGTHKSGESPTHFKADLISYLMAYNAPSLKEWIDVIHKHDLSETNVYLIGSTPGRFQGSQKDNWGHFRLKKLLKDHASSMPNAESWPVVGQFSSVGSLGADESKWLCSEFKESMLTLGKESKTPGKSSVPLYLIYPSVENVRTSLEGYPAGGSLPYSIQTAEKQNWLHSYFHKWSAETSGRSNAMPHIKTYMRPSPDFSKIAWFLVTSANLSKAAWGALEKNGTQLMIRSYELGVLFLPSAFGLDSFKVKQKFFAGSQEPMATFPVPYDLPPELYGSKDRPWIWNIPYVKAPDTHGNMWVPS
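E. coli-derived human Tdp1, 1 nM final. Cpd preinc 15 min RT; substrate 15 nM final, 5 min RT; AS bead mix 10 ug/ml final, 10 min RT. Signal loss = tyrosine-FITC cleavage. No-enzyme wells = max signal.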
KAT2A inh: inhibitors of human GCN5L2 histone acetyltransferase | AID 504327 | Q92830 | Potency, µM (highest dose often 58.9 µM), inactives show at the top dose activity change, negative = inhibition, hits mostly inhibitors | actives 0.21% (n = 390,000) | GCN5L2 HAT assay, ThioGlo1 CoA-SH fluorescence
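GCN5L2 (20nM final) in 50mM HEPES, 0.1mM EDTA pH 7.5, 0.01% Tween-20 was preincubated 15 min at room temperature with compound, then given ThioGlo1 (50uM), H3(1-25) peptide (75uM) and acetyl-CoA (70uM); CoA-thiol fluorescence (Ex340/Em540) was read at 0 and 20 min.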
TDP1 cell noCPT: qHTS for Inhibitors of human tyrosyl-DNA phosphodiesterase 1 (TDP1): qHTS in cells in absence of CPT; DT40 Tdp1-/- hTDP1 cells, no CPT, ATP luminescence, 48 h; Potency, µM (highest dose often 46.2 µM), inactives show at the top dose activity change, negative = growth inhibition, usual class: inhibitors; actives 15% (n = 420,000); AID 686978, 2013; further: nearly all actives have a fitted effect of over 55% in size
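A cellular qHTS used chicken DT40 cells lacking endogenous Tdp1 but carrying stably transfected human TDP1. Compounds were applied without camptothecin, and cell growth kinetics were judged by ATP-dependent luminescence after ≥48 hr.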
* marks the source's active call; other numbers are inactive results; [ ] = another dose, or the depositor's remark. The call rests on the fitted dose curve; in most records, active means well fitted curve in the direction sought with a large enough effect; inconclusive means small, poorly fitted or top-dose-only effect, or another doubt; inactive means no such curve, though single readings can be large; an effect the other way counts as inactive or inconclusive. On the % scale 0 is the no-effect control and ±100 the full control effect; potency means the concentration at half of the fitted maximal effect. This is a subset; rates above refer to the full screens.

For CCN(CC(=O)c1c(N)n(C)c(=O)n(C)c1=O)c1cccc2ccccc12 the results were TDP1 inh -1%, KAT2A inh -6% and TDP1 cell noCPT inconclusive.
For O=C(Nc1cccc(F)c1)N1CCC2(CCNCC2)CC1 the results were KAT2A inh -14% and TDP1 cell noCPT inconclusive.
CCOc1cc(S(=O)(=O)N(CC)CC)ccc1Br was read as TDP1 inh -3%, KAT2A inh -5% and TDP1 cell noCPT inconclusive.
Screening COc1ccc(C2CC2C(=O)c2ccccn2)cc1 (centres undefined) returned TDP1 inh 6%, KAT2A inh -5% and TDP1 cell noCPT 3%.
CC(Oc1ccccc1)C(=O)N1CCN=C1SCc1ccccc1F (centres undefined) was read as TDP1 inh 5%, KAT2A inh -7% and TDP1 cell noCPT inconclusive.
COc1ccc(S(=O)(=O)Nc2cc(-c3cn4ccccc4n3)ccc2C)cc1 was read as TDP1 inh 0%, KAT2A inh -12% and TDP1 cell noCPT 7%.
For COc1ccc(Cl)cc1C(=O)Nn1c(C)nc2ccccc2c1=O the results were TDP1 inh 1%, KAT2A inh -21% and TDP1 cell noCPT inconclusive.
Screening O=C(CN1CCCCC1CO)c1ccc(OC(F)F)cc1 (centres undefined) returned TDP1 inh -1%, KAT2A inh -16% and TDP1 cell noCPT 5%.
CCOC(=O)CSc1nc2sc3c(c2c(=O)n1-c1ccccc1)CC(C(C)C)OC3 (centres undefined) was read as TDP1 inh 0%[12.3 µM], KAT2A inh 0% and TDP1 cell noCPT inconclusive.
For Nc1c(C(=O)N2CCCC2)sc2nc(-c3ccccc3)ccc12 the results were TDP1 inh -5%, KAT2A inh -10% and TDP1 cell noCPT -19%.
Screening Cc1ccc(C2N(C)c3ccccc3-c3nc4ccccc4n32)o1 (centres undefined) returned TDP1 inh -1%, KAT2A inh -5% and TDP1 cell noCPT -21%.
`CCN(CC)CCN1C(=O)C(=O)/C(=C(/O)c2c(C)[nH]c(C(=O)OC)c2C)C1c1ccccc1OC` (centres undefined) gave TDP1 inh 6%, KAT2A inh -5% and TDP1 cell noCPT -5%.
`Cc1cccc(NC(=O)C(=O)NCC2CCCN2S(=O)(=O)c2cccs2)c1C` (centres undefined) gave KAT2A inh -18% and TDP1 cell noCPT inconclusive.
O=C(CSc1nc2ccccc2[nH]1)Nc1cccc(S(=O)(=O)N2CCOCC2)c1 was read as TDP1 inh 5%, KAT2A inh -6% and TDP1 cell noCPT inconclusive.
For O=C(O)CSc1nnc(COc2cccc3cccnc23)n1-c1ccc(Cl)cc1 the results were TDP1 inh 2%, KAT2A inh 0% and TDP1 cell noCPT -1%.
Cc1cc(Nc2cccc(C(F)(F)F)c2)nc2ccc(NC(=O)c3ccc(=O)[nH]c3)cc12 was read as TDP1 inh -1%, KAT2A inh -16% and TDP1 cell noCPT 4.6µM*.
`CN1C(=O)N(C)C2(c3ccccc3)Nn3c(s/c(=C/c4ccccc4)c3=O)=NC12c1ccccc1` (centres undefined) gave TDP1 inh 1%, KAT2A inh 1% and TDP1 cell noCPT -23%.
CN(C)S(=O)(=O)c1ccc(N2CCCC2)c(C(=O)NCCc2ccc(F)cc2)c1 was read as TDP1 inh 2%, KAT2A inh -2% and TDP1 cell noCPT 8%.
For CCCNC(=O)C/C(C)=N/NC(=O)C(=O)Nc1ccccn1 the results were TDP1 inh 6%, KAT2A inh -3% and TDP1 cell noCPT -4%.
`COc1cc(OC)c(NC(=O)Nc2ccc3c(c2)N(C)C(=O)c2ccccc2S3)cc1Cl` gave TDP1 inh 6%, KAT2A inh -10% and TDP1 cell noCPT 5.8µM*.
CC(C)(C)C(=O)CN1C(=O)NC2(CCc3ccccc32)C1=O (centres undefined) was read as TDP1 inh 5%, KAT2A inh -3% and TDP1 cell noCPT 13%.
Cc1ccc(C(=O)OCC(=O)NCCNC(=O)COC(=O)c2ccc(C)o2)o1 was read as TDP1 inh 1%, KAT2A inh inconclusive and TDP1 cell noCPT 2%.
CCN(CC)C(=O)CN(c1ccc(F)c(Cl)c1)S(C)(=O)=O was read as TDP1 inh 2%, KAT2A inh 2% and TDP1 cell noCPT -9%.
For CCOc1cc(CNC(=O)c2sc3ncnc(N(C)C4CCCCC4)c3c2C)ccc1OC the results were TDP1 inh 2%, KAT2A inh -1% and TDP1 cell noCPT inconclusive.
`O=C(Nc1ccccc1)N(Cc1ccc(Cl)cc1)CC(O)C(F)(F)F` (centres undefined) gave TDP1 inh 4%, KAT2A inh -15% and TDP1 cell noCPT inconclusive.
Screening Fc1ccc2nc(Nc3nc4cc5c(cc4s3)OCO5)sc2c1 returned TDP1 inh -1%, KAT2A inh -4% and TDP1 cell noCPT inconclusive.
For CCOC(=O)C1CCCCN1S(=O)(=O)c1cc2c(cc1C)NC(=O)CO2 (centres undefined) the results were KAT2A inh -13% and TDP1 cell noCPT inconclusive.
Screening CN(C)CCCNC(=O)C[C@H]1C[C@H](C(=O)N2CCOCC2)[C@@]2(CCC3CCCC3)c3[nH]c4cc(CCC(=O)N(C)C)ccc4c3CCN2C1=O returned TDP1 inh 2%[56.1 µM], KAT2A inh -7% and TDP1 cell noCPT -1%.
Screening Cc1ccc(CNC(=O)C2=NNC(=O)CC2)cc1 returned TDP1 inh 0%, KAT2A inh 2% and TDP1 cell noCPT 8%.
For O=C1C2C(c3ccccc3)CC=CC2[C@H](c2cccc([N+](=O)[O-])c2)N1Cc1ccccc1 (some centres undefined) the results were TDP1 inh 7%, KAT2A inh -28% and TDP1 cell noCPT inconclusive.
Screening O=C(O)/C=C/C(=O)N1Cc2cc3ccccc3nc2C1 returned TDP1 inh 35µM*, KAT2A inh -7% and TDP1 cell noCPT -5%.
Screening O=C(CN(c1ccccc1)S(=O)(=O)c1ccccc1[N+](=O)[O-])N1CCCC1 returned TDP1 inh 9%, KAT2A inh 2% and TDP1 cell noCPT -14%.
Screening C=CCc1ccc(OCCCNCc2ccccc2)c(OC)c1 returned KAT2A inh -1% and TDP1 cell noCPT inconclusive.
COc1ccccc1NC(=O)c1cc2c(=O)n(Cc3cccs3)ccc2nc1C was read as TDP1 inh 7%, KAT2A inh -1% and TDP1 cell noCPT 23µM*.
Screening CCCOC(=O)c1ccc(NC(=O)Cc2cccs2)cc1 returned TDP1 inh 1%, KAT2A inh -8% and TDP1 cell noCPT inconclusive.
CC(=O)OC1=C(C(C)=O)N(Cc2ccccc2)S(=O)(=O)c2ccccc21 was read as TDP1 inh -5%, KAT2A inh -9% and TDP1 cell noCPT inconclusive.
`CCOC(=O)C1CCN(CC(C)(C)NS(=O)(=O)c2ccccc2)CC1` gave TDP1 inh 13%, KAT2A inh -5% and TDP1 cell noCPT -18%.
Screening CCN(CC)c1ccc(/C=C/c2ccc3ccc(OC)cc3[n+]2CC)cc1 returned KAT2A inh -4% and TDP1 cell noCPT 0.18µM*.
`COc1ccc(C2N(Cc3ccccc3)CCN2Cc2ccccc2)cc1[N+](=O)[O-]` gave TDP1 inh -7%, KAT2A inh -1% and TDP1 cell noCPT -39%.
Cn1nc(C(=O)OCC(=O)Nc2sccc2C(N)=O)c2ccccc2c1=O was read as TDP1 inh 0%, KAT2A inh 0% and TDP1 cell noCPT -21%.
`O=C(CNS(=O)(=O)c1cccs1)NCCc1ccc(Cl)cc1` gave TDP1 inh 1%, KAT2A inh 1% and TDP1 cell noCPT -9%.
`Brc1ccc(-c2cn3nc4c(nc3n2)CCCC4)cc1` gave TDP1 inh 10%, KAT2A inh 1% and TDP1 cell noCPT inconclusive.
O=C(NNC(=O)c1ccccc1[N+](=O)[O-])c1ccccn1 was read as TDP1 inh 8%, KAT2A inh -13% and TDP1 cell noCPT inconclusive.
For O=C(Nc1ccc2oc(-c3ccccc3)nc2c1)C1CCCO1 (centres undefined) the results were TDP1 inh 3%, KAT2A inh -1% and TDP1 cell noCPT inconclusive.
For Nc1nnnn1/N=C/c1ccc(Cl)cc1 the results were KAT2A inh -27% and TDP1 cell noCPT -9%.
Screening COc1ccc(OC)c(NC(=S)N2CCCC2)c1 returned TDP1 inh 4%, KAT2A inh 3% and TDP1 cell noCPT 15%.
Cc1ccccc1-n1c([C@@H]2C[C@H]2c2ccccc2)n[nH]c1=S was read as TDP1 inh 4%, KAT2A inh 0% and TDP1 cell noCPT -21%.
CC(=O)Nc1ccc(-c2csc(NC(=O)Cc3ccccc3F)n2)cc1 was read as KAT2A inh -3% and TDP1 cell noCPT inconclusive.
CCOC(=O)C(CSCC(=O)c1ccc(Cl)cc1Cl)NC(=O)OC(C)(C)C (centres undefined) was read as TDP1 inh -4%, KAT2A inh -5% and TDP1 cell noCPT inconclusive.
`O=C(NCCN1C(=O)C2C3C=CC(C3)C2C1=O)Nc1ccccc1O` (centres undefined) gave TDP1 inh 1%, KAT2A inh -3% and TDP1 cell noCPT -4%.
For CCc1ccc(N(CC)C(=O)c2sc3nc4n(c(=O)c3c2C)CCCC4)cc1 the results were TDP1 inh 5%, KAT2A inh -6% and TDP1 cell noCPT 21µM*.
`Cc1cc2c3nonc3ccc2n1C` gave TDP1 inh -4%, KAT2A inh -16% and TDP1 cell noCPT 0%.
Screening CCc1nnc(NC(=O)C2CCCCN2S(=O)(=O)c2ccccc2)s1 (centres undefined) returned TDP1 inh 5%, KAT2A inh -4% and TDP1 cell noCPT -30%.
Screening N/C(=N\OC(=O)COc1ccc(Br)cc1)c1cccnc1 returned TDP1 inh 1%, KAT2A inh 1% and TDP1 cell noCPT inconclusive.
CCC1CCCCN1CCCCOc1cccc(Cl)c1 (centres undefined) was read as KAT2A inh 18% and TDP1 cell noCPT inconclusive.
Cc1ccc(OCCNC(=O)CNC(=O)c2ccccc2Cl)cc1 was read as TDP1 inh -5%, KAT2A inh -2% and TDP1 cell noCPT 2%.
For COc1ccc(C(=O)Nc2cccc(-c3cc4ccccc4oc3=O)c2)cc1[N+](=O)[O-] the results were TDP1 inh 8%, KAT2A inh -8% and TDP1 cell noCPT inconclusive.
Screening CCn1c(SCC(=O)Nc2ccc3c(c2)OCCO3)nnc1C1CC1 returned TDP1 inh -15%, KAT2A inh -2% and TDP1 cell noCPT -6%.
Screening CCOCCCn1c(SCC(=O)Nc2ccc(C(N)=O)cc2)nc2ccccc2c1=O returned TDP1 inh -6%, KAT2A inh -1% and TDP1 cell noCPT inconclusive.
Screening CN1Cc2sc(NC(=S)NC(=O)c3ccccc3)c(C#N)c2CC1(C)C returned KAT2A inh -4% and TDP1 cell noCPT -25%.
O=C(NC1CC1)c1ccc(Cl)c(S(=O)(=O)N2CCOCC2)c1 was read as KAT2A inh -3% and TDP1 cell noCPT -10%.
Screening O=[N+]([O-])c1cc(Br)c(Nc2ccccc2)c([N+](=O)[O-])c1 returned KAT2A inh inconclusive and TDP1 cell noCPT 0.92µM*.
Screening C=CCn1cc(CN2CCC(C(=O)Nc3ccc(Oc4cccnc4)cc3)CC2)c(C)n1 returned TDP1 inh 4%, KAT2A inh -1% and TDP1 cell noCPT -13%.
For C=CCNC(=S)NNC(=O)c1csc(CC)c1 the results were TDP1 inh -5%, KAT2A inh 1% and TDP1 cell noCPT -19%.
Screening CC(=O)c1ccc(NC(=O)CSc2nc(N3CCOCC3)nc(N3CCOCC3)n2)cc1 returned TDP1 inh -1%, KAT2A inh 0% and TDP1 cell noCPT -17%.

In the list so far, 8 have two or more sulfur atoms.
CCOC(=O)CSc1nc2sc3c(c2c(=O)n1-c1ccccc1)CC(C(C)C)OC3 (centres undefined) was read as TDP1 inh 0%[12.3 µM], KAT2A inh 0% and TDP1 cell noCPT inconclusive.
`Cc1cccc(NC(=O)C(=O)NCC2CCCN2S(=O)(=O)c2cccs2)c1C` (centres undefined) gave KAT2A inh -18% and TDP1 cell noCPT inconclusive.
O=C(CSc1nc2ccccc2[nH]1)Nc1cccc(S(=O)(=O)N2CCOCC2)c1 was read as TDP1 inh 5%, KAT2A inh -6% and TDP1 cell noCPT inconclusive.
Screening Fc1ccc2nc(Nc3nc4cc5c(cc4s3)OCO5)sc2c1 returned TDP1 inh -1%, KAT2A inh -4% and TDP1 cell noCPT inconclusive.
`O=C(CNS(=O)(=O)c1cccs1)NCCc1ccc(Cl)cc1` gave TDP1 inh 1%, KAT2A inh 1% and TDP1 cell noCPT -9%.
Screening CCc1nnc(NC(=O)C2CCCCN2S(=O)(=O)c2ccccc2)s1 (centres undefined) returned TDP1 inh 5%, KAT2A inh -4% and TDP1 cell noCPT -30%.
Screening CN1Cc2sc(NC(=S)NC(=O)c3ccccc3)c(C#N)c2CC1(C)C returned KAT2A inh -4% and TDP1 cell noCPT -25%.
For C=CCNC(=S)NNC(=O)c1csc(CC)c1 the results were TDP1 inh -5%, KAT2A inh 1% and TDP1 cell noCPT -19%.
